# Tcruzi prolif – inhibitors of T. cruzi proliferation | T. cruzi beta-gal in NIH3T3, GalScreen luminescence, 90 h | inhibition, % at 8.34 µM | 77,000 tested, 5.9% active;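 active means mean inhibition above about 93%, with at least 55% of replicates each passing it, limit read from the data, passing the limit was not always enough; inconclusive means only one of those two conditions holds; inactive means neither condition holds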
# C diff HTS – C. difficile growth inhibition | Clostridium difficile clinical isolate growth, OD600, 24 h; active compounds read low | growth activity, negative = inhibition, % at 16 µg/mL (by protocol) | 86,000 tested, 0.25% active;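 active means mean growth activity at or below -80% and every replicate also at or below -80%; inconclusive means mean at or below -80% but some replicate above -80%; inactive means mean growth activity above -80%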;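 further: 0% = DMSO wells and -100% = levofloxacin 16 µg/mL wells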
# GASC1 inh – inhibitors of human demethylase GASC-1 KDM4C. inhibition, % at 12.5 µM. GST-KDM4C 2-372, H3K9me3 peptide, LANCE TR-FRET. Q9H3R0. AID 720574. 96,000 tested, 0.15% active;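 active means mean replicate inhibition above about 25%, with at least 55% of replicates also reaching it, limit read from the data, passing the limit was not always enough; inconclusive means only one of those two conditions met; inactive means neither condition met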
# Target sequence (Q9H3R0 2-372 limits assumed): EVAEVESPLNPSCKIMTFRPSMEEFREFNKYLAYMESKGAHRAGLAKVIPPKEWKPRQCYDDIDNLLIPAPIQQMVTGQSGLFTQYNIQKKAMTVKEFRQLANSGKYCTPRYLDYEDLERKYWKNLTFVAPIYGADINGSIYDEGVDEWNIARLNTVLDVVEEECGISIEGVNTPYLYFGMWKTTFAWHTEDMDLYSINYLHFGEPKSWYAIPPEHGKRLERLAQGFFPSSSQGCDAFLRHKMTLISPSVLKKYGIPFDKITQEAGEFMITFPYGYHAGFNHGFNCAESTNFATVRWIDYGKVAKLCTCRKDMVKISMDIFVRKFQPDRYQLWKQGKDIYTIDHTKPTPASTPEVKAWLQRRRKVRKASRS
#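 reagent = H3K9me3 peptide substrate, Fe(II), 2-oxoglutarate | system = GST-tagged GASC-1 (JMJD2C) catalytic fragment, aa 2-372 | amount = enzyme final amount 10 nM | read-out = Fall in 671/618 emission ratio as inhibition | medium = HEPES buffer, pH 7.5, plus ascorbate | schedule = 30 min reaction, 60 min detection, RT | measured by = LANCE TR-FRET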
# Pf Dd2 growth – blocks growth of Plasmodium falciparum Dd2 parasites | 94,000 tested, 2.3% active | activity change, % at 10 µM | P. falciparum Dd2 growth, SYBR Green, 72 h; active compounds read low; in the data active means activity change below about -80%; inconclusive means no clear call, values can overlap the other calls
# Active calls of the source: *; ? = inconclusive; · = not tested or not shown; & = joins results of further samples.
no.	SMILES	Pf Dd2 growth	GASC1 inh	C diff HTS	Tcruzi prolif
1	COCC(=O)N1[C@@H](CO)[C@@H](c2ccccc2)C12CN(C(=O)c1ccccc1)C2	17	1.0	1	·
2	CCCC#Cc1ccc2c(c1)O[C@@H](CN(C)CC1CCOCC1)[C@H](C)CN([C@@H](C)CO)S2(=O)=O	28	-0.6	6	·
3	C[C@H](CO)N1C[C@H](C)[C@@H](CN(C)C(=O)C2CC2)Oc2cc(C3=CCCC3)ccc2S1(=O)=O	-11	0.2	·	73
4	CO[C@@H]1CN(C)C(=O)c2cc(NS(=O)(=O)C3CCCCC3)ccc2OC[C@H](C)NC[C@@H]1C	39	·	·	15
5	COc1ccc(CN(C)C[C@H]2OCCCC[C@H](C)Oc3ccc(NC(=O)C4CCCCC4)cc3C(=O)N([C@H](C)CO)C[C@H]2C)cc1	-53	2.0	·	107*
6	COCC#Cc1ccc2c(c1)O[C@H](CN(C)C(=O)CN(C)C)[C@@H](C)CN([C@@H](C)CO)S2(=O)=O	-8	-0.5	-10	-12
7	COc1ccc(NC(=O)N[C@H]2CC[C@@H](CCn3cc(-c4ccccc4F)nn3)O[C@H]2CO)cc1	-16	-0.6	-3	12
8	CN(C)CC#Cc1ccc([C@H]2[C@@H](CO)N3C(=O)CN(C(=O)c4ccccc4)C[C@H]23)cc1	27	2.8	1	·
9	CO[C@@H]1CN(C)C(=O)c2ccc(NC(=O)c3nc4ccccc4s3)cc2OC[C@H](C)N(Cc2cccnc2)C[C@H]1C	-53	-3.0	0	69
10	O=C(C[C@H]1CC[C@@H](NC(=O)c2ccccc2)[C@@H](CO)O1)Nc1ccc(-c2ccccc2)cc1	-14	2.9	·	32
11	CCCC#Cc1ccc([C@@H]2[C@H](CO)N3C(=O)CN(S(=O)(=O)Cc4ccccc4)C[C@@H]23)cc1	-18	-1.5	6	·
12	CCC(=O)N1C[C@H](C)[C@H](OC)CN(C)C(=O)c2cc(NC(=O)NC3CCCC3)ccc2OC[C@@H]1C	7	1.6	-9	·
13	C/C=C/c1ccc([C@@H]2[C@H](C#N)N(C(=O)NC3CCCCC3)[C@H]2CO)cc1	1	-4.0	-1	85
14	CC(=O)N(C)C[C@@H]1Oc2cc(C#C[C@H](C)O)ccc2S(=O)(=O)N([C@H](C)CO)C[C@H]1C	11	0.6	-3	21
15	C/C=C/c1ccc([C@H]2[C@@H](CO)N(CCC)[C@H]2CN(CC)C(=O)c2ccccn2)cc1	-41	1.4	-3	·
16	COc1ccc(S(=O)(=O)N[C@H]2CC[C@H](CCn3cc(-c4ccccc4F)nn3)O[C@@H]2CO)cc1	-11	-1.4	-2	-18
17	C[C@@H]1CN([C@H](C)CO)C(=O)c2cc(NC(=O)CCCN(C)C)ccc2O[C@@H](C)CCCCO[C@H]1CN(C)S(=O)(=O)c1ccc(F)cc1	-18	1.8	-5	1
18	C[C@H](CO)N1C[C@H](C)[C@@H](CN(C)C(=O)C2CCC2)Oc2cc(-c3cccnc3)ccc2S1(=O)=O	8	-0.2	-5	68
19	COc1ccc(S(=O)(=O)Nc2ccc3c(c2)C(=O)N([C@@H](C)CO)C[C@H](C)[C@@H](CN(C)S(=O)(=O)c2ccc(OC)cc2)OCCCC[C@@H](C)O3)cc1	-64	-0.3	9	?
20	O=C(C[C@H]1C[C@@H]2c3cc(NC(=O)CC4CC4)ccc3O[C@@H]2[C@H](CO)O1)NCC1CC1	20	-0.8	-2	8
21	Cc1ccccc1S(=O)(=O)NCC[C@H]1CC[C@H](NC(=O)C2CCCC2)[C@H](CO)O1	-1	-0.1	-5	·
22	C[C@H]1CN([C@@H](C)CO)C(=O)c2cc(NC(=O)Nc3cccc4ccccc34)ccc2O[C@@H]1CN(C)Cc1ccc(C(=O)O)cc1	1	0.9	0	·
23	C[C@@H]1CN([C@@H](C)CO)C(=O)CCCn2nncc2CO[C@@H]1CN(C)S(=O)(=O)c1ccc(C#N)cc1	-3	-1.5	2	·
24	COc1ccc2c3c([nH]c2c1)[C@H](CO)N(C(=O)CN1CCOCC1)CC31CN(C(C)=O)C1	-24	-0.5	42	·
25	C[C@@H]1CCCCO[C@@H](CN(C)C(=O)Nc2ccccc2)[C@@H](C)CN([C@H](C)CO)C(=O)c2cc(NC(=O)Nc3ccc4c(c3)OCO4)ccc2O1	78	-3.2	0	19
26	O=C(C1CC1)N1[C@@H](CO)[C@@H]2c3ccccc3N(S(=O)(=O)c3ccccc3)C[C@@H]21	-6	0.0	18	12
27	C[C@H]1CN([C@@H](C)CO)C(=O)Cc2cc(NC(=O)CCC(F)(F)F)ccc2O[C@@H]1CN(C)C(=O)Nc1ccc(F)cc1	25	0.7	1	-21
28	COC(=O)C[C@H]1CC[C@H]2[C@@H](COc3ccc(NC(=O)C4CCOCC4)cc3C(=O)N2C)O1	-3	1.0	-1	40
29	CCCC(=O)Nc1ccc2c(c1)C(=O)N(C)[C@@H]1CC[C@H](CC(=O)NCc3cccc(F)c3)O[C@H]1CO2	4	1.7	-18	-27
30	C[C@H]1CCCCO[C@H](CN(C)S(=O)(=O)c2ccc(Cl)cc2)[C@@H](C)CN([C@@H](C)CO)C(=O)c2cc(NC(=O)CCC(F)(F)F)ccc2O1	-73	-1.8	-3	105*
31	CCCNC(=O)Nc1ccc2c(c1)C(=O)N(C)[C@@H]1CC[C@@H](CC(=O)NCc3ccccc3)O[C@@H]1CO2	8	-1.2	-4	-3
32	C[C@H]1CN([C@@H](C)CO)C(=O)c2cc(C3=CCCC3)cnc2O[C@H]1CN(C)S(=O)(=O)c1cn(C)cn1	52	2.0	-2	57
33	COc1ccc2c3c([nH]c2c1)[C@@H](CO)N(C(=O)Nc1ccc(F)cc1)CC31CN(C(=O)Nc2c(C)noc2C)C1	5	0.2	9	·
34	CN(C)c1ccc2c(c1)[C@@H]1C[C@@H](CC(=O)NCc3ccccc3)O[C@H](CO)[C@@H]1O2	9	25	·	38
35	Cn1cnc(S(=O)(=O)N2C[C@H](O)COC[C@@H]3O[C@H](CC(=O)NC4Cc5ccccc5C4)CC[C@H]32)c1	18	-1.2	9&3	-21
36	CC(C)NC(=O)Nc1ccc2c(c1)C(=O)N([C@@H](C)CO)C[C@@H](C)[C@H](CN(C)S(=O)(=O)c1ccccc1)OCCCC[C@@H](C)O2	-36	-0.9	1	14
37	C[C@H](O)C#Cc1cnc2c(c1)C(=O)N([C@H](C)CO)C[C@H](C)[C@@H](CN(C)Cc1cccc(C(=O)O)c1)O2	6	0.9	-6	40
38	COc1ccc(S(=O)(=O)N[C@H]2CC[C@H](CCn3cc(-c4cccc(F)c4)nn3)O[C@@H]2CO)cc1	-1	-3.6	-5	-51
39	COCC(=O)N1C[C@H](C)[C@@H](OC)CN(C)C(=O)c2cc(NC(=O)c3cnccn3)ccc2OC[C@@H]1C	22	-1.0	·	55
40	CO[C@H]1CN(C)C(=O)c2cc(NC(=O)C3CCOCC3)ccc2OC[C@@H](C)N(CC2CC2)C[C@@H]1C	50	1.6	·	32
41	O=C(C[C@@H]1CC[C@H]2[C@@H](COC[C@@H](O)CN2C(=O)Nc2ccccc2)O1)NCCCN1CCOCC1	10	-0.6	·	-17
42	CO[C@@H]1CN(C)C(=O)c2ccc(NC(=O)Nc3ccccc3F)cc2OC[C@@H](C)N(Cc2ccccc2C(=O)O)C[C@H]1C	0	-1.1	0	-27
43	CO[C@H]1CN(C)C(=O)c2cc(NC(=O)c3nc4ccccc4s3)ccc2OC[C@H](C)NC[C@H]1C	-54	-3.3	·	-52
44	O=C(c1ccccc1)N1CC[C@@H]2[C@H](CO)Nc3ccc(C#Cc4ccccc4F)cc3[C@@H]21	-30	5.5	-34	105*
45	CCNC(=O)C[C@H]1C=C[C@H](NC(=O)C2CCC2)[C@H](CO)O1	·	-1.0	-3	·
46	O=C(C[C@@H]1CC[C@@H]2[C@H](COC[C@H](O)CN2S(=O)(=O)c2cccc(F)c2)O1)NCc1ccc2c(c1)OCO2	-17	-0.9	3&-8	·
47	COCC(=O)N1C[C@H](C)[C@@H](OC)CN(C)C(=O)c2cc(NC(=O)NC(C)C)ccc2OC[C@H]1C	24	0.2	·	45
48	C[C@H]1CN([C@@H](C)CO)C(=O)c2cccc(NC(=O)CCCCCC(=O)Nc3ccccc3N)c2O[C@H]1CN(C)CC1CCCCC1	-83*	-0.2	-3	·
49	C[C@@H]1CN([C@@H](C)CO)C(=O)c2cc(C3=CCCCC3)cnc2O[C@H]1CN(C)Cc1ccccc1C(=O)O	14	-0.2	1	-19
50	COc1ccc2c3c(n(C)c2c1)[C@H](CO)N(C(=O)CN1CCOCC1)CC31CN(Cc2ccncc2)C1	21	1.0	1	·

# Carrying on:
no.	SMILES	Pf Dd2 growth	GASC1 inh	C diff HTS	Tcruzi prolif
51	COc1cccc(-c2ccc3c(c2)[C@@H]2[C@@H](CCN2C(=O)C2CCC2)[C@@H](CO)N3)c1	-33	-0.9	-26	19
52	O=C(C[C@@H]1CC[C@H]2[C@@H](COC[C@H](O)CN2Cc2ccccc2F)O1)N[C@@H]1CCN(Cc2ccccc2)C1	-34	0.0	·	74
53	CC(C)(C)[S@](=O)N1Cc2cc(C(=O)N3CCCCC3)nc(-c3cccc(C4=CCCC4)c3)c2[C@@H]1CCO	18	2.8	-4	·
54	CC(C)(C)[S@@](=O)N1Cc2cc(C(=O)NCc3ccccc3F)nc(-c3cccc(-c4ccncc4)c3)c2[C@H]1CCO	-68	-1.3	·	85
55	O=C([C@@H]1[C@@H](CO)[C@@H]2Cn3c(ccc(-c4ccccc4)c3=O)[C@H]1N2)N1CCCCC1	·	-2.1	-8	-2
56	C[C@@H]1CN([C@H](C)CO)S(=O)(=O)c2ccc(C#CC3CC3)cc2O[C@H]1CN(C)C(=O)c1ccccc1	-75	1.0	-6	87
57	Cc1ccc(S(=O)(=O)Nc2ccc3c(c2)C(=O)N([C@H](C)CO)C[C@H](C)[C@H](CN(C)Cc2ccccc2)OCCCC[C@@H](C)O3)cc1	-28	-0.4	-12	46
58	CNC[C@H]1OCCCC[C@H](C)Oc2ccc(NS(=O)(=O)c3ccc(OC)cc3)cc2C(=O)N([C@@H](C)CO)C[C@@H]1C	·	1.8	-1	-31
59	Cc1ccc(S(=O)(=O)N[C@@H]2C=C[C@H](CC(=O)NCc3ccc(Cl)c(Cl)c3)O[C@H]2CO)cc1	1	-2.2	4	73
60	O=C(NCc1ccncn1)[C@H]1[C@H](CO)[C@H]2Cn3c(ccc(-c4ccc(F)cc4)c3=O)[C@H]2N1CC1CC1	·	15	2	37
61	C/C=C/c1ccc2c(c1)O[C@H](CN(C)C(=O)Cc1ccccn1)[C@@H](C)CN([C@H](C)CO)S2(=O)=O	-2	0.8	2	29
62	CC(C)NC(=O)Nc1ccc2c(c1)C(=O)N([C@H](C)CO)C[C@@H](C)[C@@H](CN(C)C(=O)NC1CCCCC1)OCCCC[C@@H](C)O2	-38	-0.7	8	30
63	Cc1ccc(S(=O)(=O)N(C)C[C@@H]2OCCCC[C@@H](C)Oc3ccc(NC(=O)c4ccccc4)cc3C(=O)N([C@@H](C)CO)C[C@H]2C)cc1	-81*	-0.4	·	100*
64	O=C(C[C@H]1CC[C@H]2[C@@H](COC[C@@H](O)CN2CCC(F)(F)F)O1)NCC1CC1	-12	-4.4	4	55
65	COc1cccc(-c2ccc(C3[C@@H]4CN(C(=O)Cc5ccncc5)C[C@H]3N4)cc2)c1 (stereo partly specified)	-7	-1.8	2	·
66	C[C@@H]1CN([C@H](C)CO)C(=O)c2cc(-c3ccc(C#N)cc3)cnc2O[C@H]1CN(C)CC1CCCCC1	8	0.7	10	·
67	OC[C@@H]1[C@H](c2ccc(C3=CCCC3)cc2)[C@H]2CN(Cc3cccnc3)CCCCN12	-23	1.8	0	99

# Screening results: PubChem BioAssay, Broad Institute
